From PubChem BioAssay
PME-1 inh: PME-1 (human) inhibition; Q9Y570; recombinant PME-1, FP-Rh probe fluorescence polarization; inhibition, % at 5.9 µM; 320,000 tested, 0.53% active; AID 2130;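 active = inhibition above the campaign mean of all compounds plus 3 SD, cut at about 26% in these data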;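 also: competitive labeling of PME-1 active site by serine hydrolase directed probe; 0% = PME-1 with DMSO and 100% = wells lacking PME-1 enzyme; inhibitors block probe labeling so polarization falls and inhibition rises; many of its hits are not listed in these tables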
GSTO1 counter: blocks human GSTO1 in RBBP9 counter-screen. recombinant GSTO1, activity-based probe fluorescence polarization. 300,000 tested, 1.1% active. P78417. inhibition, % at 5.96 µM;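 active = inhibition above the campaign mean inhibition plus 3 SD, cut at about 35% in these data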;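 also: 0% = GSTO1-1 with DMSO and 100% = wells lacking GSTO1-1 enzyme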
PREPL inhibitor: human PREPL enzyme inhibition; Q4J6C6; recombinant PREPL, fluorescence polarization activity-based probe; inhibition, % at 5.96 µM; 320,000 tested, 0.68% active; in the data active = inhibition above about 43%;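 also: 0% = enzyme with DMSO and 100% = wells lacking enzyme; many of its hits are not listed in these tables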
Target sequence (Q4J6C6 whole entry, looked up): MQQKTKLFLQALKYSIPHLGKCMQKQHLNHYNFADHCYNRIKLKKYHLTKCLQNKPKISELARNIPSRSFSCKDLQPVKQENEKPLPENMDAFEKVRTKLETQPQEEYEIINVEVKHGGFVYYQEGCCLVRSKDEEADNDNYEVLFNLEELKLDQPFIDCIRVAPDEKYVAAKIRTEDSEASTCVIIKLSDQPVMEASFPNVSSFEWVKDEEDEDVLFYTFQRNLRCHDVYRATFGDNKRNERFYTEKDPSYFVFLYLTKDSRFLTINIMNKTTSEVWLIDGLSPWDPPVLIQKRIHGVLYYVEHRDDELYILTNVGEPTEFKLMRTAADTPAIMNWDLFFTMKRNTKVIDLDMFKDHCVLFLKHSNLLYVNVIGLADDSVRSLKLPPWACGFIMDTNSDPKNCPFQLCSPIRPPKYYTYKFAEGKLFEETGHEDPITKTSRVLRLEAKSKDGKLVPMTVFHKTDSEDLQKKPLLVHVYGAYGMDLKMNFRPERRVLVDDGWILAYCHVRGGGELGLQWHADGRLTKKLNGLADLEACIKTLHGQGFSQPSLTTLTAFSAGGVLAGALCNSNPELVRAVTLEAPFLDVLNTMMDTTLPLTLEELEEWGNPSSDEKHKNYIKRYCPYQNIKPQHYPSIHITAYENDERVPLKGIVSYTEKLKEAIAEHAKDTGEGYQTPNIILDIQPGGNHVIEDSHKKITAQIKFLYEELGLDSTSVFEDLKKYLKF
PAFAH1B2 inh: blocks human PAF acetylhydrolase 1b catalytic subunit 2; P68402; recombinant PAFAH1B2, FP-rhodamine activity probe, fluorescence polarization; inhibition, % at 3.39 µM; 340,000 tested, 1.2% active; AID 492953;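 active = inhibition above the mean of all tested compounds plus 3 SD, cut at about 24% in these data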;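 also: 0% = enzyme with DMSO and 100% = wells lacking PAFAH1B2; many of its hits are not listed in these tables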
PAFAH1B3 FP inh: inhibitors of human PAFAH1B3. inhibition, % at 3.39 µM. recombinant PAFAH1B3, FP-rhodamine probe, fluorescence polarization. 340,000 tested, 0.28% active;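 active = inhibition above the screen-wide average of all tested compounds plus 3 SD, cut at about 25% in these data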;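 also: 0% = enzyme with DMSO only and 100% = wells lacking PAFAH1B3 protein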
Target sequence (Q15102 whole entry, looked up): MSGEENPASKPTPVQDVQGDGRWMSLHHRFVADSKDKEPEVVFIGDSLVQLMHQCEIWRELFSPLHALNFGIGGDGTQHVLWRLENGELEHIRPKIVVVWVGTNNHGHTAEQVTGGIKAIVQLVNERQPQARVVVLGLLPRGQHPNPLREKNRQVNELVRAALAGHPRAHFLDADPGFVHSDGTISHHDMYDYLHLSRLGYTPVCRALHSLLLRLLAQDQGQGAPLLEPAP
PAD4 FP inh: inhibitors of human PAD4; recombinant PAD4, RCA probe fluorescence polarization; 330,000 tested, 0.41% active; inhibition, % at 6.36 µM; Q9UM07;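 active = percent inhibition above a cutoff equal to the mean of all tested compounds plus 3 SD, cut at about 15% in these data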;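 also: 0% = PAD4 with RCA probe and DMSO and 100% = probe without PAD4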
LYPLA1 counter: blocks human lysophospholipase 1, a PME1 counter-screen; O75608; recombinant LYPLA1, FP-Rh probe fluorescence polarization; inhibition, % at 5.9 µM; 320,000 tested, 0.16% active; AID 2174;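 active = inhibition above the mean of all tested compounds plus 3 SD, set per campaign, cut at about 14% in these data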;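 also: inhibitors block serine hydrolase probe labeling of LYPLA1 so polarization falls; 0% = enzyme with DMSO and 100% = wells lacking LYPLA1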
LYPLA2 counter: counter-screen for PME1 inhibitors: inhibitors of human LYPLA2. O95372. inhibition, % at 5.9 µM. 320,000 tested, 0.38% active. recombinant LYPLA2, FP-Rh probe fluorescence polarization;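 active = inhibition above the screen-wide mean plus 3 SD, limit set per campaign, cut at about 26% in these data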;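 also: 0% = LYPLA2 with DMSO and 100% = wells lacking LYPLA2 enzyme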
pPAFAH FP inh: inhibitors of human plasma PAF acetylhydrolase (pPAFAH); Q13093; recombinant pPAFAH, FP-rhodamine probe fluorescence polarization; inhibition, % at 3.39 µM; 330,000 tested, 1.5% active;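 active = inhibition above the mean inhibition across the screen plus 3 SD, cut at about 25% in these data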;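 also: inhibitors block binding of the rhodamine activity-based probe so polarization drops; 0% = enzyme with DMSO and 100% = wells lacking pPAFAH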
Starred values were filed as active, the others as inactive. This is a subset; count on the stated rates, not on these rows.

No.	SMILES	PME-1 inh	GSTO1 counter	PREPL inhibitor	PAFAH1B2 inh	PAFAH1B3 FP inh
1	CCN(CC)CCNc1ncnc2c1sc1nc(N3CCOCC3)c3c(c12)CC(C)(C)SC3	-9	2	-6	1	-6
2	CC(C)Cn1c(-c2ccc(Br)o2)n[nH]c1=S	4	7	5	15	4
3	CCN(CC)S(=O)(=O)c1ccc(OCC(=O)NC(=O)c2ccccc2OC)c([N+](=O)[O-])c1	7	2	3	5	2
4	Cn1cc(C(=O)c2ccc(Cl)cc2Cl)cc1C(=O)N/N=C(\N)COc1ccccc1	5	2	8	0	12
5	CCCN(CCC)C(=S)NC1CC2C=CC1C2 (centres undefined)	-4	6	3	5	6
6	C/C(=N/NC(=O)c1ccc(Br)s1)c1ccncc1	-1	-5	-16	-4	1
7	Cc1c(NC(=O)CCC2CCCCC2)cc(C(=O)N2CCOCC2)cc1[N+](=O)[O-]	3	-4	10	-1	2
8	Cc1noc(C)c1C(=O)NCc1ccccc1Br	-1	5	9	7	2
9	CCCCC(=O)OCC(=O)Nc1ccc(SC(F)F)cc1	1	-5	3	-2	2
10	Fc1ccc(NC(=S)Nc2cccnc2)cc1Cl	1	-6	18	6	6
11	CCOc1cc(S(=O)(=O)n2ccnc2)ccc1Cl	-1	4	-3	-1	-1
12	COC(=O)C(C)Sc1nc2c(c(=O)[nH]c(=O)n2C)n1CCC(C)C (centres undefined)	-4	0	11	-3	1
13	Cc1c(C(=O)OCCN2CCCCC2)oc2ccccc12	1	1	9	0	11
14	CCN1CCN(c2c(S(=O)(=O)c3ccc(C)c(C)c3)cnc3ccc(F)cc23)CC1	6	1	7	6	1
15	Cc1c(N2C(=O)CS/C2=N\N=C\c2ccc(Cl)cc2)c(=O)n(-c2ccccc2)n1C	3	-4	22	2	-4

No.	PAD4 FP inh	LYPLA1 counter	LYPLA2 counter	pPAFAH FP inh
1	2	1	6	-4
2	-1	0	6	3
3	3	-3	11	7
4	6	0	0	7
5	1	-1	-2	0
6	3	4	3	6
7	-1	-3	-2	6
8	-2	-1	13	2
9	-1	-1	2	8
10	-4	-7	4	-2
11	-3	-3	1	3
12	1	-1	0	-2
13	-8	1	0	3
14	0	-2	-1	3
15	-2	0	3	2

Going on with the list.
No.	SMILES	PME-1 inh	GSTO1 counter	PREPL inhibitor	PAFAH1B2 inh	PAFAH1B3 FP inh
16	CCCN1C2CCCC1CC(NC(=O)c1cc(OC)c(OC)c(OC)c1)C2 (centres undefined)	4	7	-4	-7	3
17	Cc1ccc2cc(CN(CC3CCCO3)C(=S)Nc3ccccc3)c(=O)[nH]c2c1C (centres undefined)	-7	2	9	4	1
18	Cc1cccc(C)c1Oc1nc(-c2ccccc2)ncc1S(=O)(=O)c1ccccc1	0	6	-3	0	4
19	Cc1cc(C)nc(NC(N)=S)n1	3	-2	-3	5	0
20	S=c1[nH]nc(-c2cccnc2)n1C1CCCCC1	-7	3	-1	6	-4
21	COc1ccc(Cl)cc1NC(=O)CC(=O)Nc1cc(Cl)ccc1OC	-40	-6	1	-6	3
22	CCOC(=O)c1sc(NC(=O)C2CCCCC2)nc1C	-1	3	6	6	-1
23	O=C(Cn1cnc2ccccc21)N/N=C/c1cccnc1	-3	3	6	5	12
24	O=S(=O)(c1cccc(Cn2nnc(-c3ccc(F)cc3)n2)c1)N1CCOCC1	7	3	16	-3	-1
25	CC1CCN(C(=O)CSc2nnc(CNC(=O)c3ccc(F)cc3)o2)CC1	1	7	1	10	10
26	COc1ccc(-c2cc(C(=O)NC3CCCC3)no2)cc1	-8	7	7	3	12
27	Cc1ccc2nc(-c3ccc(NC(=S)NC(=O)CC(C)C)cc3)sc2c1	-5	10	13	-3	10
28	CCOc1ccc2nc(N/C(N)=N/C(=S)Nc3ccc(C)c(C)c3)nc(C)c2c1	-4	3	-4	1	2
29	O=C(O)C1C2C=CC(C2)C1C(=O)Nc1nccs1 (centres undefined)	1	3	3	4	4
30	O=S(=O)(NNc1ccc(Cl)nn1)c1ccc(F)cc1	8	9	13	3	9

No.	PAD4 FP inh	LYPLA1 counter	LYPLA2 counter	pPAFAH FP inh
16	0	-1	3	4
17	-3	-5	-4	-1
18	-8	-3	1	-1
19	-4	0	1	5
20	0	-1	-11	3
21	3	0	-7	-3
22	-5	4	3	3
23	0	2	2	1
24	-5	-3	6	1
25	3	-1	1	-3
26	2	1	-2	2
27	3	-4	-4	2
28	8	1	4	-2
29	-5	-7	-10	1
30	2	-2	1	3

Quoted at random: five compounds from above.
No.	SMILES	PME-1 inh	GSTO1 counter	PREPL inhibitor	PAFAH1B2 inh	PAFAH1B3 FP inh
17	Cc1ccc2cc(CN(CC3CCCO3)C(=S)Nc3ccccc3)c(=O)[nH]c2c1C (centres undefined)	-7	2	9	4	1
18	Cc1cccc(C)c1Oc1nc(-c2ccccc2)ncc1S(=O)(=O)c1ccccc1	0	6	-3	0	4
30	O=S(=O)(NNc1ccc(Cl)nn1)c1ccc(F)cc1	8	9	13	3	9
19	Cc1cc(C)nc(NC(N)=S)n1	3	-2	-3	5	0
24	O=S(=O)(c1cccc(Cn2nnc(-c3ccc(F)cc3)n2)c1)N1CCOCC1	7	3	16	-3	-1

No.	PAD4 FP inh	LYPLA1 counter	LYPLA2 counter	pPAFAH FP inh
17	-3	-5	-4	-1
18	-8	-3	1	-1
30	2	-2	1	3
19	-4	0	1	5
24	-5	-3	6	1

Going on with the list:
No.	SMILES	PME-1 inh	GSTO1 counter	PREPL inhibitor	PAFAH1B2 inh	PAFAH1B3 FP inh
31	COc1ccc(Cn2c(=S)[nH]c3ccccc3c2=O)cc1	0	5	0	4	11
32	COc1ccccc1CN1CC(C(=O)NCc2cccnc2)CC1=O (centres undefined)	-4	0	-8	6	9
33	Oc1[nH]c2ccc(Br)cc2c1N=Nc1ccc(C(F)(F)F)cn1	0	-8	-2	-3	9
34	COc1ccc(N2CCc3c(C)nc4c(OC)cccc4c32)cc1	2	-1	32	0	-4
35	CCNc1nc(C)c2cc(Br)c(=O)n(CC)c2n1	-22	0	9	2	3
36	O=C(N/N=C/c1ccccc1OC(=O)c1ccc2c(c1)OCO2)c1cccc(F)c1	-8	-2	2	-3	-10
37	O=C(NCc1ccco1)C1CCCN(S(=O)(=O)c2ccc(Cl)cc2)C1 (centres undefined)	-1	15	8	21	2
38	CCN(C(=O)CCCC(=O)N(CC)c1ccccc1)c1ccccc1	1	1	6	8	-4
39	C/C=C/COC(=O)c1[nH]c2c(c1C)C(=O)CC(c1ccco1)C2 (centres undefined)	-3	-1	-6	9	5
40	CC(C)(C)C(=O)NC(=S)Nc1ccccc1C(N)=O	-5	3	-7	7	2
41	CCC(=Nc1ccccc1OC)C1=C(O)CC(c2ccccc2)CC1=O (centres undefined)	-2	2	6	3	2
42	CCOC(=O)c1cnc2c(c(C)nn2C)c1Oc1ccccc1F	2	-1	-1	5	-1
43	O=C(NCc1ccc(F)cc1)c1ccc(Br)o1	3	3	1	4	2
44	Cc1noc(C)c1CN1C(=O)c2ccccc2C1=O	-5	15	4	1	6
45	COc1ccc(C)cc1NC(=O)CSc1nnc(-c2ccc(OC)c(OC)c2)n1N	-1	4	5	-2	6

No.	PAD4 FP inh	LYPLA1 counter	LYPLA2 counter	pPAFAH FP inh
31	5	-3	-1	7
32	-4	-2	-9	-7
33	-3	-7	-11	-6
34	-4	-1	-5	5
35	-2	0	2	6
36	-2	-4	-9	6
37	-1	-6	-6	0
38	-1	-6	-6	1
39	0	-2	-10	20
40	3	-1	-5	1
41	-5	1	1	10
42	-2	3	8	4
43	2	0	0	-1
44	0	-3	-5	-6
45	-1	2	8	2

Other records.
No.	SMILES	PME-1 inh	GSTO1 counter	PREPL inhibitor	PAFAH1B2 inh	PAFAH1B3 FP inh
46	CCOC(=O)Cc1csc(SCC(=O)N2CCN(c3ccc(OC)cc3)CC2)n1	5	-3	4	2	-2
47	Cc1nn(C)c(Oc2ccc(Cl)cc2)c1C(=O)O	4	4	16	1	8
48	Cc1cc(Cl)nc(-c2ccccc2O)n1	1	-3	-4	0	2
49	O=C(NCCCN1CCOCC1)c1ccc2c(c1)N(Cc1cccc(Cl)c1)C(=O)c1ccccc1S2=O (centres undefined)	0	-1	20	0	3
50	O=C(Nc1nc(-c2ccccc2)cs1)c1ccc(N2CCOCC2)c([N+](=O)[O-])c1	-10	-4	11	-6	-11
51	Cc1cccc(OCCCSc2nc3ccccc3[nH]2)c1	-2	-3	-12	4	3
52	COc1ccc(-c2nnc(SC(C)C(=O)Nc3nccs3)n2-c2ccccc2)cc1OC (centres undefined)	4	1	9	4	7
53	Cc1ccc(C)c(C(=O)COC(=O)CCCC(=O)Nc2cc(C(F)(F)F)ccc2Cl)c1	-4	2	10	2	6
54	Cc1ccc(C2OC34CCCCCC3C(C#N)(C(=N)O4)C2(C#N)C#N)cc1 (centres undefined)	1	-3	10	-1	0
55	COc1cccc(OC)c1C(=O)Nn1c(-c2cccc(C)c2)nc2ccccc2c1=O	4	3	-5	4	2
56	Cc1cccc(Nc2nc(NCCCN3CCOCC3)nc(N)c2[N+](=O)[O-])c1	-1	-5	-1	3	1

No.	PAD4 FP inh	LYPLA1 counter	LYPLA2 counter	pPAFAH FP inh
46	-4	-2	3	3
47	-10	-4	0	-4
48	0	0	0	-4
49	1	-1	7	1
50	1	-7	-16	8
51	4	-7	-7	-2
52	-3	4	9	3
53	-6	0	-6	9
54	2	-1	-1	1
55	-7	0	-3	5
56	-2	8	6	11
